# ERAP1 HTS inh = ERAP1 (human) enzyme inhibition | Q9NZ08 | recombinant ERAP1, Leu-AMC fluorescence, 60 min | inhibition, % at 10.7 µM | 340,000 tested, 0.15% active;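 active means mean replicate inhibition of at least 30%, or all replicates individually reaching that 30% level; inactive means mean below 30% and not every replicate reaching it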;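 further: 0% = neutral control wells and 100% = L-leucinethiol positive control wells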
# Target sequence (Q9NZ08 whole entry, looked up): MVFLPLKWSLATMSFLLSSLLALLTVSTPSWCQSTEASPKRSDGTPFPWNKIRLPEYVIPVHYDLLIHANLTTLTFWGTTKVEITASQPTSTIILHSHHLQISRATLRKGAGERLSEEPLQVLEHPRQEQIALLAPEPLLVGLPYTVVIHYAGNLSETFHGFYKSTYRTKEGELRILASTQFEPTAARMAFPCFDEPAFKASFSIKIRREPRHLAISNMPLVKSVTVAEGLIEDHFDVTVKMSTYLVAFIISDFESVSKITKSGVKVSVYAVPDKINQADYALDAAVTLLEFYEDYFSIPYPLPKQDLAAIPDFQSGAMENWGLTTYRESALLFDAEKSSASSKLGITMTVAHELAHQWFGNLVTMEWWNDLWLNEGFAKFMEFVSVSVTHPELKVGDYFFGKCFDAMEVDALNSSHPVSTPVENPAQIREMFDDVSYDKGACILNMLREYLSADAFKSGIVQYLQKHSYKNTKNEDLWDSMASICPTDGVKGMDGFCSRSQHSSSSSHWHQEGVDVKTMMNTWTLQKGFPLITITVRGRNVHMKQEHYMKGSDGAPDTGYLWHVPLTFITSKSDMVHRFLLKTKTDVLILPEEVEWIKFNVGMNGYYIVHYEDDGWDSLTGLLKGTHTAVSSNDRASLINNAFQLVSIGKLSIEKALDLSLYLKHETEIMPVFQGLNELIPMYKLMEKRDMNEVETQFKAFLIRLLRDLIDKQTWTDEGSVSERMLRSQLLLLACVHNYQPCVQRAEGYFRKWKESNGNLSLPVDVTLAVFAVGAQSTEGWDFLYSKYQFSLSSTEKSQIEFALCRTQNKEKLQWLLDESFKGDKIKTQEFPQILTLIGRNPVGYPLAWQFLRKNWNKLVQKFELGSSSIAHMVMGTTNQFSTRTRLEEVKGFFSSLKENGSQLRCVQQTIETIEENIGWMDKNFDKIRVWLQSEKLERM
# XiGFP reactiv = reactivates the inactive X chromosome in mouse fibroblasts | XiGFP mouse fibroblasts, % GFP-positive cells imaging, 3 d; cells co-treated with 5-aza-dC sensitizer; scaled so ellipticine positive control = 100% | 360,000 tested, 0.055% active | activation, % at 7.58 µM;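 active means mean normalized replicate activation at least 10% and every replicate at or above 10%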;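 further: 0% = median of on-plate neutral control wells and 100% = ellipticine 6 µM median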
#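 Schedule: 3 d treatment, 15 min room-temperature fixation; system: 68-5-11 XiGFP fibroblast line; buffer or medium: DMEM plus 5-aza-dC sensitizer; control set: ellipticine 6 µM positive control; compound: one concentration, pinned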
# ARNT TACC3 PPI = ARNT/TACC3 interaction disruption; Q9Y6A5; AlphaScreen His-ARNT PAS-B/GST-TACC3 binding, luminescence; TACC3 fragment carries E629A point mutation; inhibition, % at 9.99 µM; 390,000 tested, 0.66% active;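 active means mean inhibition of replicates at least 50% and at least half of replicates each reaching 50%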;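 further: 0% = complete ARNT plus TACC3 wells and 100% = ARNT alone without TACC3; many hits fall short of the cut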
# RAD54 inh = RAD54 (human) branch migration inhibition; inhibition, % at 10.4 µM; 360,000 tested, 0.14% active; RAD54 Holliday junction branch migration, FAM/BHQ fluorescence; Q92698; AID 602329;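 active means mean normalized replicate activity at least 40 and at least half of replicates scoring 40 or more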;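 further: 0% = median of neutral control wells and 100% = median of positive control wells; inhibitors cause a drop in the FAM fluorescence signal; in these data hits start at about 50%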
# INS-1E GSIS act = primary screen for activators of insulin secretion dependent on glucose, INS-1E cells, GLuc reporter luminescence | AID 743287 | INS-1E GLuc reporter insulin secretion, 2-3 h | activation, % at 16.6 µM | 370,000 tested, 0.61% active;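 active means lowest replicate activation of at least 40%, so every replicate reaches that level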;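 further: 0% = median of neutral control wells and 100% = median of IBMX positive control wells; some compounds called inactive have numbers as strong as hits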
# RAD52 anneal inh = RAD52 (human) annealing inhibition | 360,000 tested, 0.46% active | recombinant RAD52 DNA annealing, FRET fluorescence | inhibition, % at 18.7 µM;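 active means every replicate showing at least 50% inhibition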
# F508del corr = correctors of CFTR F508del function in bronchial epithelial cells; CFBE cells, YFP halide quenching; stimulated with forskolin plus potentiator P3; % fluorescence drop versus neutral controls; 350,000 tested, 0.36% active; activity (quench increase), % at 7.58 µM;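 active means mean added fluorescence quench of at least 8% versus neutral control, with both replicates also reaching 8%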;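 further: cells transiently co-express mutant CFTR-F508del with the halide-sensitive YFP; corrector assay measuring rescue of mutant channel to the surface after 24 h compound exposure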
# esBAF inh = SWI/SNF esBAF complex inhibition; mouse ES cells, Bmi1-luciferase knock-in reporter, 24 h; 100% = twice the neutral-well signal; reporter increase, % at 12.5 µM; 350,000 tested, 2% active; in the data active means activation above about 40%;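 further: 0% = median of the plate's neutral control wells and 100% = double that signal; a rise in the Bmi1 reporter signal indicates esBAF inhibition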
# * marks the source's active call; other numbers are inactive results; / = not tested or not shown; & = joins results of further samples. An unsorted share of the library. About 3.3% of those tested had a hit in this group.
SMILES,ERAP1 HTS inh,XiGFP reactiv,ARNT TACC3 PPI,RAD54 inh,INS-1E GSIS act,RAD52 anneal inh,F508del corr,esBAF inh
O=C(C(Cc1ccccc1)n1cccc1)N1CCN(c2ccccc2)CC1 (centres undefined),-1,-0.1,0,-8,-8,-61,-0.4,-1
COc1ccccc1-c1nnc(NC(=O)c2ccc3c(c2)OCO3)s1,2,0.0,0,/,3,-4,-0.5,/
CCCCC(=O)NC(=S)Nc1cccc(NC(=O)c2ccccc2)c1,-1,0.0,-10,/,-3,-22,-0.5,/
CC(C)n1nnnc1SCC(=O)Nc1ccc2c(c1)OCCO2,13,-0.1,/,/,-4,1,-4.8,/
CO[C@H]1CN(C)C(=O)c2cc(NS(C)(=O)=O)ccc2OC[C@H](C)N(C(=O)C2CCCCC2)C[C@H]1C,3,-0.5,-7,0,2,-7,-1.3,3
COc1ccc(C=O)cc1Cn1ccnc1C,-1,0.0,-13,/,-6,6,-1.7,/
CC(=O)N1c2ccc(S(=O)(=O)N3CCC(C(=O)N4CC(C)CC(C)C4)CC3)cc2CC1C (centres undefined),0,0.1,2,-4,-12,-13,-1.3,-7
COc1ccc(NC(=O)NCCN2CCCCC2)cc1,-1,0.0,-6,3,-6,-2,-0.4,6
O=C(COC(=O)Cc1ccc([N+](=O)[O-])cc1)NC1CCCCCC1,-4,0.3,0,4,-11,-16,-0.5,-9
O=C(COC(=O)/C=C/c1ccc(Cl)cc1)NCc1cccs1,2,0.4,/,-1,/,-9,-5.8,0
C(=C\c1ccccc1)/C=N/Nc1nc2ccccc2s1,/,/,0,1,-7,/,/,66*
NS(=O)(=O)c1ccc(N2CCOCC2)c(C(=O)NCc2cccs2)c1,-2,0.0,-2,1,/,-10,2.9,-5
Cc1ccc(-c2cc(C(=O)O)c3cc(Br)ccc3n2)s1,3&-10,0.4&0.1,0&-8,0&-7,-26&-11,-16&-4,-1.8&-1.4,28&27
NC(=O)C1(N2CCCCC2)CCN(CC(=O)Nc2ccccc2Sc2ccccc2)CC1,3,/,3,-6,3,-3,-1.0,-3
CCCNC(=O)N(C)C[C@@H]1Oc2cc(C3=CCCC3)ccc2S(=O)(=O)N([C@@H](C)CO)C[C@@H]1C,/,0.0,-6,-5,5,-3,1.6,-11
COc1ccc(-c2nnc(SCC(=O)NC3CCCCC3)o2)cc1OC,-1,0.3,1,13,39,-91,-0.9,1
CCC(=O)N1CC2(CN(S(C)(=O)=O)C2)c2c(n(C)c3cc(OC)ccc23)[C@@H]1CO,0,0.2,/,/,43,-3,1.0,/
CCC(=O)N1CCC2(CC1)CN(C(=O)CN1CCOCC1)[C@H](CO)c1[nH]c3cc(OC)ccc3c12,-2,0.1,/,/,14,-3,2.7,/
Cc1ccccc1S(=O)(=O)Cc1ccc(C(=O)NC2CCC(C)CC2)o1 (centres undefined),-4,0.0,-2,-1,-28,-14,-0.9,6
COc1ccc(-c2n[nH]c(=S)n2-c2ccc(Br)cc2)cc1OC,/,0.2,0,-2,22,-6,1.4,-7
CC(C)COC(=O)N(C)C[C@H]1OCc2cnnn2CCCC(=O)N([C@@H](C)CO)C[C@@H]1C,0,0.0,-3,15,7,17,1.0,-1
Cc1nc2c(C)cccn2c(=O)c1NC(=O)c1ccco1,0,-0.1,-2,/,7,-9,0.4,/
COc1cccc(NC(=O)COc2nc3ccccc3nc2C)c1,1,0.1,-30,-12,-21,-107,0.2,/
OCCNc1nc(N2CCCCC2)nc2ccccc12,-3,0.1,1,-4,9,1,-0.5,-2
Cc1ccnc2nc(C(=O)OCC(=O)NCc3cccc(Cl)c3)nn12,6,0.0,-3,-5,17,-4,3.5,1
SMILES,ERAP1 HTS inh,XiGFP reactiv,ARNT TACC3 PPI,RAD54 inh,INS-1E GSIS act,RAD52 anneal inh,F508del corr,esBAF inh
Cc1cccc(C(=O)O/N=C2\CCS(=O)(=O)c3sccc32)c1,/,/,-8,0,0,/,/,-3
C[C@H](CO)N1C[C@H](C)[C@@H](CN(C)C(=O)Nc2ccccc2)Oc2ccc(NC(=O)Nc3cccc4ccccc34)cc2CC1=O,-1,0.0,1,3,-4,32,-0.9,2
COc1ccc(/C=N/NC(=O)CN2CCSCC2)cc1C,/,0.2,-10,-7,9,/,/,/
C=CCNc1nc2c(c(=O)n(C)c(=O)n2C)n1CC,3,0.2,11,-2,5,-6,-0.6,-12
CCC(=O)N1C[C@H](C)[C@@H](OC)CN(C)C(=O)c2cc(NC(=O)C3CCOCC3)ccc2OC[C@@H]1C,-1,-0.4,-13,-6,-7,0,-3.1,4
CN1C(=O)c2cc(NC(=O)C3CCC3)ccc2OC[C@@H]2O[C@H](CC(=O)NCCc3ccncc3)CC[C@H]21,3,0.0,/,/,6,-5,-0.7,/
CCCNC(=O)N(C)C[C@H]1Oc2ncc(-c3ccc(C(=O)N(C)C)cc3)cc2C(=O)N([C@@H](C)CO)C[C@@H]1C,-1,0.2,3,-1,14,3,2.9,0
CCCC(=O)N(Cc1cccnc1)c1nc2c(OC)ccc(Cl)c2s1,0,-0.1,8,-7,1,-3,-2.6,-5
O=C(Cc1ccccc1)Nc1ccc2[nH]ncc2c1,1,-0.1,42,0,6,-14,2.4,7
C[C@H](CO)N1C[C@H](C)[C@H](CN(C)Cc2ccc(Oc3ccccc3)cc2)Oc2ccc(NS(=O)(=O)c3ccccc3)cc2C1=O,-4,0.2,9,2,-5,29,-1.6,-2
COc1ccc(NC(=O)CN(C)S(=O)(=O)c2ccc3c(c2)CC(C)N3C(C)=O)cc1OC (centres undefined),-1,0.0,0,5,10,6,-1.6,2
CC(=O)c1ccccc1OCCOCCOc1ccccc1C(C)=O,/,0.1,-3,-3,5,/,/,3
CC(NC(=O)C1(S(=O)(=O)c2ccc(Cl)cc2)CC1)c1ccccc1 (centres undefined),1,0.0,-7,/,/,-1,/,/
Cc1ccn2c(NC3CCCC3)c(-c3ccncc3)nc2c1,7,0.1,0,9,4,-15,-0.4,0
O=C(NC1CCN(Cc2ccccc2)CC1)c1ccc(Cl)cc1Cl,-2,0.1,1,1,-3,-23,1.8,-11
O=C(Cn1[nH]c(=O)c2ccccc2c1=O)OCC(=O)c1ccccc1Cl,5,0.1,-2,-9,2,-26,-2.3,0
COc1ccc2c(c1)N(C[C@H](C)CN(C)C)c1ccccc1S2,4,0.0,12,4,/,11,-11,-5
O=C(N/N=C/c1c(Cl)[nH]c2ccccc12)c1ccc2c(c1)OCCO2,0,0.2,/,-2,12,-17,-1.7,/
Cc1oc2c(CN3CCOCC3)c(O)ccc2c(=O)c1-c1ccc(Br)cc1,2,/,-3,-4,-5,-13,/,4
CN(C(=O)COC(=O)c1cccc(Cl)c1)C1CCS(=O)(=O)C1 (centres undefined),1,0.0,-3,-11,9,-12,-3.6,1
Cc1nc(SCC(=O)NC2CCCC2)[nH]c(=O)c1C,4,0.2,-8,-3,9,1,1.6,-8
CCOC(=O)C1(C)CCN1C(=O)c1ccccc1C(F)(F)F (centres undefined),1,-0.1,/,10,12,-11,-1.0,2
Cc1nc(C)c(C(=O)Nc2ncc([N+](=O)[O-])s2)o1,3,0.0,18,1,-20,-13,0.1,-67
COCc1cccc(C2=CC(=O)C[C@H](c3ccc(F)cc3)C2)c1,2,0.1,-9,-6,-6,-10,-2.2,-1
CCOC(=O)[C@]12CCC=C1N(Cc1ccco1)C(=O)[C@H](CC(=O)N1CCC(c3ccccc3)CC1)C2,2,-0.1,/,/,-19,-33,-1.1,/
SMILES,ERAP1 HTS inh,XiGFP reactiv,ARNT TACC3 PPI,RAD54 inh,INS-1E GSIS act,RAD52 anneal inh,F508del corr,esBAF inh
CN(C)C(=O)c1cccc(-c2cnc3c(NC=O)cc(-c4ccccc4Cl)cn23)c1,-5,0.2,/,-6,/,-10,-0.4,7
COc1ccc(CCNC(=O)Cc2cc3c(cc2[N+](=O)[O-])OCO3)cc1OC,-2,0.2,-4,/,14,-2,1.3,/
CCNC(=O)C[C@H]1CC[C@H]2[C@H](COc3ccc(NC(=O)Nc4cccc(C)c4)cc3C(=O)N2C)O1,1,0.1,21,12,10,-1,0.7,7
NCC[C@@H]1CC[C@@H](NC(=O)C2CCCC2)[C@H](CO)O1,-4,-0.4,-9,12,5,-13,-3.5,-2
Cc1ccc(C(=O)N(C)Cc2nc3ccccc3c(=O)[nH]2)cc1NC(=O)c1ccco1,-3,0.0,-6,-1,-4,-5,4.6,/
C/C=C/c1ccc2c(c1)O[C@@H](CN(C)C(=O)Nc1ccc(OC)cc1)[C@@H](C)CN([C@@H](C)CO)S2(=O)=O,0,0.0,-2,-2,-15,0,3.6,1
CO[C@@H]1CN(C)C(=O)c2ccc(NC(=O)c3ccccc3F)cc2OC[C@H](C)N(CC2CC2)C[C@@H]1C,-6,0.1,4,8,10,-3,-3.7,0
CN1c2ccc(Br)cc2[C@@H]2[C@@H](CCN2C(=O)C2CC2)[C@H]1CO,3,0.1,1,0,7,7,-0.5,21
CCOc1ccc(C(C)NC(=O)CN2C(=O)NC3(CCCCC3)C2=O)cc1OCC (centres undefined),0,0.2,-1,-7,6,1,1.9,1
Cc1ccc(Cn2cc(CN3CC(N4CCSCC4)CS3(=O)=O)nn2)cc1 (centres undefined),/,0.1,/,/,-4,0,-1.4,/
CCOc1ccc(C(=O)NCC(=O)NCC(c2ccc(OC)cc2)N2CCOCC2)cc1OCC (centres undefined),-3,0.0,3,/,27,-8,-0.5,0
CC(C)(C)n1nnnc1C(c1ccccc1)N1CCN(c2ncc(C(F)(F)F)cc2Cl)CC1 (centres undefined),1,0.0,/,/,-15,4,-0.3,/
CC1C(=O)NN=C1C(=O)N/N=C/c1ccco1 (centres undefined),-1,0.0,12,/,-17,-12,2.6,-3
CCC(Cc1ccccc1)NS(=O)(=O)c1csc(C(N)=O)c1 (centres undefined),-2,0.0,-5,-4,-2,-4,-1.6,5
CCN(c1ccccc1)S(=O)(=O)c1ccc(C(=O)Nc2nnc(C3CC3)o2)cc1,5,-0.2,/,/,-5,-15,-0.2,/
CC(CC(=O)O)CC(=O)Nc1nncs1 (centres undefined),-3,-0.3,-6,6,13,-1,0.5,-3
CCOC(CNC(=O)c1ccc2c(c1)ncn2-c1cccc(F)c1)OCC,-4,0.4,/,-5,31,-7,/,0
CC1CCCN(C(=O)CCNS(=O)(=O)c2ccc3c(c2)c(=O)n(C)c(=O)n3C)C1 (centres undefined),-1,0.0,31,-9,-10,-8,-1.3,8
COCCN1CCC(CNCc2c(C(=O)N3CCCCC3)nc3c(C)cccn23)C1 (centres undefined),/,-0.2,14,/,-1,-217,-1.5,/
C[C@H](CO)N1C[C@H](C)[C@H](CN(C)S(=O)(=O)c2ccc(F)cc2)Oc2ccc(NC(=O)NC3CCCCC3)cc2C1=O,-4,0.2,7,3,-12,-38,1.1,-5
Cc1c(Cl)c([N+](=O)[O-])nn1CC(=O)NC(C)c1ccccc1 (centres undefined),-2,0.0,0,5,-2,-14,-6.4,-2
CCc1nnc(NC(=O)CSc2nc(-c3ccccc3)cc(-c3ccc(OC)cc3)c2C#N)s1,/,-0.1,-2,-9,6,/,/,/

# Single records, as listed above. Values in the order: ERAP1 HTS inh	XiGFP reactiv	ARNT TACC3 PPI	RAD54 inh	INS-1E GSIS act	RAD52 anneal inh	F508del corr	esBAF inh
# Listed for CC(C)n1nnnc1SCC(=O)Nc1ccc2c(c1)OCCO2 → 13	-0.1	/	/	-4	1	-4.8	/
# Listed for OCCNc1nc(N2CCCCC2)nc2ccccc12 → -3	0.1	1	-4	9	1	-0.5	-2
# Listed for C[C@H](CO)N1C[C@H](C)[C@@H](CN(C)C(=O)Nc2ccccc2)Oc2ccc(NC(=O)Nc3cccc4ccccc34)cc2CC1=O → -1	0.0	1	3	-4	32	-0.9	2

# High-throughput results as filed in PubChem.
